UBC9 SUMO inh: inhibitors of in vitro SUMOylation cascade, primary screen, biochemical, HTRF, uHTS; SUMO-conjugating enzyme UBC9 (Homo sapiens), P63279; HTRF SUMOylation assay, SAE1/SAE2 + UBC9; inhibition, % at 35 µM; actives 0.36% (n = 290,000); AID 2006, 2009; in the data active means inhibition above about 50%, passing the limit was not always enough; further: strong numbers were not always called active
Target sequence (P63279 whole entry, looked up): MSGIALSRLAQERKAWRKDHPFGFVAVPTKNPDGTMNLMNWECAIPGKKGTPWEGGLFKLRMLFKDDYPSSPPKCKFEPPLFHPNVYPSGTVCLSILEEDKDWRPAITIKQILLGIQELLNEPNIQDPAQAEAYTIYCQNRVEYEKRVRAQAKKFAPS
IDE act: human IDE activators in live cells, primary screen, fluorescence polarization, HEK cells, FAbeta-B substrate | Insulin-degrading enzyme (Homo sapiens), P14735 | FAbeta-B cleavage; 0% vehicle, 100% cell-free pure enzyme wells | activation, % at 5.96 µM | actives 0.073% (n = 340,000);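 active means activation above the mean of all tested compounds plus 3 SD, set per screening campaign, cut at about 17% in these data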
VIM-2 inh: VIM-2 metallo-beta-lactamase inhibitors, primary screen, biochemical, epi-absorbance readout, Pseudomonas aeruginosa enzyme | purified VIM-2, nitrocefin hydrolysis, epi-absorbance fluorescence | inhibition, % at 5.6 µM | actives 0.89% (n = 290,000) | AID 1527, 2009;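 active means inhibition above the mean of all tested compounds plus 3 SD, cutoff set per screening run, cut at about 7.5% in these data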;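 further: red hydrolysis product quenches plate fluorescence so inhibitors raise well fluorescence; 0% = enzyme with DMSO and 100% = DMSO without enzyme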
p-CIP stab down: p/CIP-EGFP fusion destabilizers, primary screen, fluorescence, F442A cells | 16 h | decrease of EGFP signal, % at 10 µM | AID 1984, 2009 | actives 0.01% (n = 290,000);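 active means EGFP signal decrease of at least 30% at 10 µM or well 3 SD below plate mean, unless failing retest; inactive means the rest, including hits failing retest or dose response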; further: some compounds called inactive have numbers as strong as hits; many of its hits are not listed in these tables
HCV NS3 hel inh: inhibitors of HCV NS3 helicase, primary screen, biochemical, Cy5 molecular beacon fluorescence; Hepatitis C virus NS3 helicase; NS3 helicase DNA unwinding; inhibition, % at 10.9 µM; actives 0.56% (n = 290,000); AID 1800, 2009;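 active means inhibition above the mean of all tested compounds plus 3 SD, set per campaign, cut at about 35% in these data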;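 further: 0% = DMSO wells and 100% = thioflavine S control wells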
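Test system: hepatitis C virus NS3 helicase domain fragment enzyme. Also added: annealed dual-labelled DNA beacon duplex, ATP-started. Timing: 60 min unwinding reaction at 25 °C after ATP addition. Technique: Cy5 fluorescence. Measure: % inhibition of unwinding.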
IDE inh: human IDE inhibitors in live cells, primary screen, fluorescence polarization, HEK cells, FAbetaB substrate | Insulin-degrading enzyme (Homo sapiens), P14735 | FAbetaB cleavage | inhibition, % at 5.59 µM | actives 0.41% (n = 320,000) | AID 434962, 2010;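 active means percent inhibition above the average of all tested compounds plus 3 SD, set per screening campaign, cut at about 16% in these data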;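 further: IDE supplied by intact live HEK cells; FP after avidin binding of uncleaved biotin substrate so inhibition keeps polarization high; 0% = DMSO wells and 100% = 60 µM reference IDE inhibitor Ii1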
IMP-1 inhibitor: IMP-1 metallo-beta-lactamase inhibitors, primary screen, biochemical, epi-absorbance readout, Pseudomonas aeruginosa enzyme; metallo-beta-lactamase IMP-1 (Pseudomonas aeruginosa); AID 1556, 2009; actives 0.45% (n = 290,000); inhibition, % at 5.6 µM; purified IMP-1, nitrocefin hydrolysis, epi-absorbance fluorescence;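 active means inhibition above the mean plus 3 SD of all compounds in the same screening run, cut at about 4.5% in these data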;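 further: 0% = IMP-1 with DMSO and 100% = DMSO wells lacking enzyme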
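System: Purified IMP-1 | Read-out basis: Percent enzyme inhibition | Controls: IMP-1 with DMSO as 0%, enzyme-free DMSO as 100% | Replicates: One well per compound | Doses: 5.6 µM nominal single concentration | Detection: Epi-absorbance fluorescence, 480 nm excitation, 530 nm emission | Incubation: 25 °C, 15 min preincubation, 25 min reaction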
GalR3 antagonist: GalR3 antagonists in HEK293 cells, primary screen, cell-based, fluorescence readout; inhibition, % at 3 µM; AID 651719, 2012; HEK293 GalR3-CNG cAMP membrane potential fluorescence; galR3 body fused to GalR1 C-terminus; Galanin receptor type 3 (Homo sapiens), O60755; actives 0.44% (n = 360,000);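 active means inhibition above the screen-wide average plus 3 SD, cut at about 13% in these data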;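 further: forskolin and galanin both at EC90 stimulate the cells; cAMP rise reported by CNG channel membrane potential dye signal; 0% = forskolin plus galanin with DMSO and 100% = forskolin alone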
Target sequence (O60755 1-299 limits assumed): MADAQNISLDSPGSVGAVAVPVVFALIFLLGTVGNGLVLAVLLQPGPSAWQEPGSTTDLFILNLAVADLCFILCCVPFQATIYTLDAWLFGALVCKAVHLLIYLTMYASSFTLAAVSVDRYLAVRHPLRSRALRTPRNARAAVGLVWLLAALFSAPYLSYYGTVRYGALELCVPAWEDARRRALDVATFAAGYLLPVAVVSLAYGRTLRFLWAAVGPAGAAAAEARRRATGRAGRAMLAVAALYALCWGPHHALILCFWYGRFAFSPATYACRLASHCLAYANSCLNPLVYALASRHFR
CRFR2-BP antag: antagonists of CRF-BP/CRF-R2 complex, primary screen, cell-based, HEK293, calcium dye fluorescence, uHTS | CRF-induced calcium fluorescence | inhibition, % at 11.8 µM | actives 0.59% (n = 350,000);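 active means inhibition of the ligand-induced calcium signal above about 50% at the single tested concentration, limit read from the data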
* marks the source's active call; other numbers are inactive results; · = no result given.

Structure	UBC9 SUMO inh	IDE act	VIM-2 inh	p-CIP stab down	HCV NS3 hel inh	IDE inh	IMP-1 inhibitor	GalR3 antagonist	CRFR2-BP antag
Cc1ccc(S(=O)(=O)c2ccc(Oc3ccccc3)cc2)cc1	-7	-2	-1.6	-10	1	2	-1.2	-5	12
Fc1ccccc1-c1csc(-c2cccnc2)n1	9	1	-3.9	10	-7	3	-2.5	-11	-1
N#Cc1nc(COc2ccccc2)oc1N1CCCCC1	9	-2	-3.0	-33	-5	1	-2.1	-3	28
N#C/C(=C\c1cccc(OC(=O)c2cccs2)c1)C(N)=O	10	5	-3.3	-8	-6	-3	-0.8	-3	-20
CCCCNC(=O)c1cccnc1SCC(=O)Nc1ccccc1OC	6	0	-1.6	2	-6	4	-2.3	-3	-36
O=c1c2ccccc2c(C=NCCCN2CCOCC2)c(O)n1Cc1ccccc1	21	-1	0.8	-15	-17	-4	-2.7	-1	15
Cc1ccc(C2C(C#N)C(C#N)N3CCCN23)cc1 (stereo not given)	0	6	1.4	-11	2	1	3.0	1	-1
CSCc1ccc(C(=O)OCc2nc3ccccc3s2)o1	·	-1	·	·	·	4	·	-5	7
O=C(CCN1C(=O)C2CCCCC2C1=O)Nc1ccc(F)c(F)c1F (stereo not given)	8	1	-0.4	-6	-20	4	-1.9	-1	9
C=CCc1cccc2cc(C(=O)NC3=C(C#N)CCC3)c(=O)oc12	14	-1	0.9	2	-2	7	0.7	-4	1
Cc1cccc(NS(=O)(=O)c2cccc(C(=O)NCC(C)(C)N3CCOCC3)c2)c1	1	7	0.9	24	3	0	3.4	-2	-4
O=C1N/C(=N\N=C\c2ccco2)SC1Cc1ccccc1[N+](=O)[O-] (stereo not given)	12	-1	-0.5	-12	10	2	-3.7	-2	2
Cc1ccc(C)c(CN2CCC(CNC(=O)Nc3ccc(C)c(C)c3)CC2)c1	-6	3	1.2	8	-41	0	0.7	-5	-7
[N-]=[N+]=NC[C@H](c1ccccc1)N1CCN(Cc2ccccc2)CCC1=O	-2	1	0.1	3	-4	1	0.3	-4	6
CCC(C)(NC=O)C(=O)Nc1c(C)cccc1C (stereo not given)	-7	0	-3.6	-10	4	-2	-3.4	-4	-1
Cn1c(=O)n(CCOc2ccc(Cl)cc2Cl)c2ccccc21	8	3	-3.2	3	-2	3	-2.8	-6	-13
Cc1ccc(Oc2ccc(/C=N/O)cn2)cc1	-6	-2	1.6	-10	8	4	-1.7	-2	12
O=C(Nc1ccc(S(=O)(=O)NCC2CCCO2)cc1)c1cnccn1 (stereo not given)	9	-2	-3.0	-12	-2	4	-3.0	0	-11
O=C(Cc1cccs1)NCc1ccc(Cl)cc1	7	0	-2.4	-8	3	1	-4.3	-5	-9
Cc1noc(C)c1CSCC(=O)Nc1cc(S(C)(=O)=O)ccc1Cl	·	5	·	·	·	0	·	-2	-5
CNC(=O)Cn1nc(-c2ccc(C)cc2)c2ccccc2c1=O	8	4	-3.4	-4	-3	2	-3.8	-6	-2
Cc1ccc(C(=O)CCC(=O)OCC(=O)NNC(=O)c2ccccc2Cl)cc1	·	8	·	·	·	4	·	-3	-6
COc1ccc(N2C(=O)C3CCCN3C2c2cc(OC)c(OC)c(OC)c2)cc1 (stereo not given)	13	0	-6.0	-8	1	-1	-3.6	-2	9
COc1ccc2c(c1)c(CCNNC(=O)C(C)(C)C)c(C)n2C(=O)c1ccc(Cl)cc1	·	1	·	·	·	7	·	-6	1
Cc1ccnc(NC(=O)c2ccc3[nH]c(=O)c(=O)[nH]c3c2)c1	11	2	0.1	-1	-6	3	-3.3	-6	-5
O=C(COC(=O)c1cccc([N+](=O)[O-])c1)c1ccc(OCc2ccccc2)cc1	23	1	-0.2	-9	3	-2	-0.4	-3	7
COc1ccc(-c2ccc(NCCN3CCOCC3)nn2)cc1OC	13	2	-0.2	16	2	7	-0.3	3	-6
CC(=O)NCCNC(=O)c1cc(-c2cccc3ccccc23)nc2ccccc12	8	1	-2.1	1	4	0	-3.1	-5	-7
COCCSc1ccccc1C(=O)Nc1cc([N+](=O)[O-])ccc1OC	9	5	-1.7	6	0	8	-1.9	-4	41
COc1cccc(NC(=O)CCN2C(=O)c3ccc([N+](=O)[O-])cc3C2=O)c1	9	-5	0.7	13	-10	5	0.1	-2	-5
CCOc1ccc(Oc2ccc(NC(=O)[C@@H](NC(N)=O)[C@@H](C)CC)cc2)cc1	27	6	-2.9	-8	-7	9	-3.5	-3	-5
CC(NC(=O)C(NC(=O)C(Cc1c[nH]c2ccccc12)NC(=O)OC(C)(C)C)C(C)C)C(N)=O (stereo not given)	2	3	2.2	-1	10	3	0.4	-3	-20
COc1ccc(NC(=O)COc2ccccc2)cc1Cl	2	4	-0.4	-12	8	-4	-1.5	-6	10
COc1cccc(/C(O)=C/c2nc3ccc(C(=O)NCCc4ccc(Cl)cc4)cc3[nH]c2=O)c1	14	-4	-1.6	0	-3	·	-4.5	-3	-244
COc1ccccc1C(=O)NCC(=O)N=Nc1c(O)n(C(C)C)c2ccccc12	-7	9	-0.4	-2	2	0	-1.8	-6	3
COc1cccc(CNC(=O)c2cccc(Br)c2)c1	-12	0	-2.4	8	-7	0	-2.5	-4	24
CCn1c(=S)[nH]c2cc(S(=O)(=O)N3CCOCC3)ccc21	·	-1	·	·	·	-6	·	-2	31
O=C(Nc1nccs1)c1ccc(S(=O)(=O)N2CCOCC2)cc1	-15	2	-3.2	-12	13	-1	-3.1	-6	-10
CCOC(=O)Nc1ccc(C(N)=O)cc1	16	2	-2.7	-2	2	1	-1.1	-4	8
O=C(CN1C(=O)CC(c2ccccc2)S(=O)(=O)c2ccccc21)N1CCCCC1 (stereo not given)	23	0	0.5	12	4	4	-1.1	-7	3
Cc1ccc(Oc2ccc(S(=O)(=O)NCC(C)(C)N3CCOCC3)cc2)cc1	8	-5	0.5	-9	-23	-1	-0.8	-6	-6
COc1ccc(OC)c(S(=O)(=O)NC2CC2)c1	2	3	-3.3	9	0	-1	-3.6	-7	9
O=[N+]([O-])c1cc(S(=O)(=O)Nc2ccccc2)ccc1N1CCN(c2ccccc2)CC1	-10	4	0.8	-8	-15	5	-1.7	2	-43
Nc1cc(=O)[nH]c(SCC(=O)NCCC2=CCCCC2)n1	·	-1	·	·	·	1	·	-5	12
OCCNc1nc(NCCC2=CCCCC2)nc(N2CCOCC2)n1	18	2	-1.2	-17	-4	4	-1.6	-5	-19
O=C(O)c1ccccc1Nc1ccccc1C(=O)O	7	5	-1.4	13	14	1	-2.9	-4	20
O=C(O)c1ccc(-n2nnc3ccccc32)c([N+](=O)[O-])c1	21	5	1.2	2	4	1	-0.1	-7	11
CC1=C(C(=O)OCC2CCCO2)C(c2ccncc2)C2=C(CC(C)(C)CC2=O)N1 (stereo not given)	30	6	-5.4	-10	-4	5	-1.6	-3	-5
Cc1ccc2[nH]c(=S)cc(C)c2c1	25	2	-1.8	-18	-4	1	-2.0	-1	17
CCC(=O)c1ccc(OCC(=O)OCC(=O)NCCC2=CCCCC2)cc1	·	1	·	·	·	-6	·	-5	10
Cc1ccc(S(=O)(=O)CCC(=O)OCC(=O)NCCc2ccc(F)cc2)cc1	·	4	·	·	·	3	·	-5	2
CC(=O)NC(Cc1ccc(F)cc1)C(=O)NC1CCN(C(=O)Nc2ccc(F)cc2)CC1 (stereo not given)	23	0	-2.0	-21	19	-6	-0.7	-7	-5
CC1CCC(NC(=O)C(C)N2C(=O)C3CCCCC3C2=O)CC1 (stereo not given)	·	6	·	·	·	-3	·	-5	-2
O=C(NC1c2ccccc2-c2ccccc21)c1ccccc1	3	-1	-1.7	1	14	-1	-1.1	-3	12
COc1ccc(NC(=O)C2=CN3CCS(=O)(=O)N=C3C=C2)c(OC)c1	·	7	·	·	·	2	·	-3	-6
CC(=O)c1cccc(S(=O)(=O)N2CCC(C(=O)Nc3cccc(C(=O)NC4CC4)c3)CC2)c1	·	6	·	·	·	-3	·	0	2
Cc1ccc(C)c(NC(=O)CN(C)C(=O)c2cc(C3CC3)nn2-c2ccccc2)c1	·	-3	·	·	·	-1	·	-4	6
CC(C)(C)n1nnnc1C(c1ccccn1)N1CCN(C(c2ccccc2)c2ccccc2)CC1 (stereo not given)	-21	9	-5.8	1	14	3	-1.8	-4	-5
CCc1nnc(NS(=O)(=O)c2ccc(NC(=O)c3cc(Cl)ccc3OC)cc2)s1	-6	-2	0.5	-3	-8	-4	0.5	-8	2
O=C(NCCC1CCCCN1S(=O)(=O)c1ccccc1)C(=O)NCc1ccccc1F (stereo not given)	·	5	·	·	·	2	·	-6	-2
